Screening results: PubChem, The Scripps Research Institute Molecular Screening Center
PP1 counter – PP1-alpha (human) inhibition in PP5 counter-screen; purified PP1alpha, OMFP fluorescence; inhibition, % at 6.7 µM; AID 2235; 0.9% of 320,000 active;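 active = inhibition above the mean inhibition of all tested compounds plus 3 SD, computed separately for each screening campaign, cut at about 15% in these data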
Target sequence (P62136 whole entry, looked up): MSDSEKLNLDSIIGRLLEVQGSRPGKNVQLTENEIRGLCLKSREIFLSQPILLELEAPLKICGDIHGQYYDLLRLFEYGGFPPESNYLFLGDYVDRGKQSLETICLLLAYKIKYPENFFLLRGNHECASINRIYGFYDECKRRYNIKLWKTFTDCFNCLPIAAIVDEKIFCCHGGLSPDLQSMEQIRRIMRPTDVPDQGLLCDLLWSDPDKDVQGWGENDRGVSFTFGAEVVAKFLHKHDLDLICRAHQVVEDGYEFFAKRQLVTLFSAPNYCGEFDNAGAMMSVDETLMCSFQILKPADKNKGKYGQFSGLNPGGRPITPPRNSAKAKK
Fh CTSL1 inh – blocks F. hepatica cathepsin L1 in PFM18AAP counter-screen; recombinant F. hepatica cathepsin L1, Z-Leu-Arg-MCA fluorescence; inhibition, % at 5.96 µM; 0.49% of 300,000 active;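 active = inhibition above the mean of all tested compounds plus 3 SD, set per screening campaign, cut at about 17% in these data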;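 also: 0% = plate median of test compound wells and 100% = 1 µM Z-Phe-Ala-diazomethylketone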
HCV core dimer – HCV core protein dimerization inhibition; inhibition, % at 5 µM; 0.33% of 300,000 active; AID 1899; TR-FRET GST/Flag-core106 dimerization, 1536-well;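 active = inhibition above the mean of all tested compounds plus 3 SD, set per screening campaign, cut at about 45% in these data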
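Material: GST/Flag-tagged HCV core106 proteins. Incubation: 4 h, 22.5 °C incubation. Read-out basis: inhibition (%) from 671 over 617 nm ratio. Measured by: TR-FRET, excitation 340 nm, emission 617 and 671 nm.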
TPT1 inhibitor – inhibitors of Candida albicans tRNA 2'-phosphotransferase TPT1. inhibition, % at 5 µM. 0.81% of 300,000 active. recombinant caTPT1, FP RNA substrate dephosphorylation;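 active = inhibition above the mean of all tested compounds plus 3 SD, set per screening campaign, cut at about 24% in these data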;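 also: plate controls were DMSO alone for no effect and ferristatin control at 100 nM for full effect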
AHR activator – human AHR activation; P35869; AHR-responsive luciferase reporter cells, luminescence; activation, % at 5 µM; 2.5% of 320,000 active; AID 2796; in the data active = activation above about 47%;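 also: 0% = vehicle wells and 100% = reference agonist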
PAFAH2 inh – PAFAH2 (human) inhibition; Q99487; recombinant PAFAH2, FP-rhodamine activity probe, fluorescence polarization; inhibition, % at 3.39 µM; 0.99% of 340,000 active;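 active = inhibition above the mean over all tested compounds plus 3 SD, cut at about 30% in these data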;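 also: inhibitors block probe labeling of enzyme so polarization drops; 0% = enzyme with DMSO and 100% = wells lacking PAFAH2 protein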
proCasp3 act – activators of human procaspase-3. recombinant procaspase-3 D3A, Ac-DEVD-pNA absorbance 405 nm. AID 463141. activation, % at 8.5 µM. 0.11% of 330,000 active. P42574;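 active = activation above the mean of all tested compounds plus 3 SD, cut at about 21% in these data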;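 also: 0% = DMSO alone and 100% = DMSO wells spiked with extra 5 µM PC-3 D3A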
Target sequence (P42574 whole entry D9A/D28A/D175A): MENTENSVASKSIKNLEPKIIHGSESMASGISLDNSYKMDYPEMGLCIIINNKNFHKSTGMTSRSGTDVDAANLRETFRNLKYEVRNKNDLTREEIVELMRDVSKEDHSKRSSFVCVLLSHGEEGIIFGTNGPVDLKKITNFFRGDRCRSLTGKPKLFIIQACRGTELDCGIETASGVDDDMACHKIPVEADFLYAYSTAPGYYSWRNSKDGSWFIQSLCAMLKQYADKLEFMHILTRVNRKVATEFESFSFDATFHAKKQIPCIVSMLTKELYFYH
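Assay system – Procaspase-3 D3A mutant, all three cleavage aspartates alanine · Controls – DMSO-only low control, 5 µM PC-3 D3A high control · Schedule – 1 h compound preincubation, 2 h substrate hydrolysis at 25 °C · Signal – 405 nm absorbance of p-nitroaniline, reads at 0 and 120 min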
PP5 inh – blocks human protein phosphatase 5 activity | AID 1987 | P53041 | 0.18% of 320,000 active | purified PP5c, OMFP substrate fluorescence | inhibition, % at 6.7 µM;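 active = inhibition above the campaign's mean inhibition across all tested compounds plus 3 SD, cut at about 9.5% in these data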;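 also: 0% = DMSO only and 100% = 100 µM cantharidin control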
proCasp7 act – activates human procaspase-7, counter-screen for procaspase-3 activators; P55210; recombinant procaspase-7, Ac-DEVD-pNA absorbance 405 nm; D23A/D198A/D206A triple mutant, cannot self-cleave; scale: DMSO 0, 5 µM enzyme 100; activation, % at 8.5 µM; 0.093% of 330,000 active;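 active = percent activation above the screen-wide mean plus 3 SD, cut at about 25% in these data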
Target sequence (P55210 whole entry D23A/D198A/D206A): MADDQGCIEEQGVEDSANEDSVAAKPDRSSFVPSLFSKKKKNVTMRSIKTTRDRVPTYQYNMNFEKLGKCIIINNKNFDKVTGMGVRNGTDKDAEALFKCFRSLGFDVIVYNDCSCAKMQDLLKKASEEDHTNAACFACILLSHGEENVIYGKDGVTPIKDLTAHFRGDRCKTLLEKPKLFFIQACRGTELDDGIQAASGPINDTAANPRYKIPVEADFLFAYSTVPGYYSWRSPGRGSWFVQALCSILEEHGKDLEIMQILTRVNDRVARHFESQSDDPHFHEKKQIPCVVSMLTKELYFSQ
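Assay system: Uncleavable procaspase-7 mutant enzyme | Input: 2 µM procaspase-7 mutant as dispensed | Timing: 1 h compound preincubation, 2 h substrate cleavage, 25 °C | Repeats: One well per compound | Control set: DMSO wells as 0%, DMSO with 5 µM added PC-7 as 100% | Technique: Epi-absorbance of released pNA at 405 nm, two timepoints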
The depositor's hits bear a star; . = not tested or not shown; & = joins results of further samples.

No.	SMILES	PP1 counter	Fh CTSL1 inh	HCV core dimer	TPT1 inhibitor	AHR activator
1	COc1ccc(-c2cc(C(F)F)n3ncc(C(=O)N4CCN(C)CC4)c3n2)cc1	1.5	-0.1	-0.7	-20.4	-0.3
2	O=C(Cc1ccc(Cl)cc1)NCCS(=O)(=O)N1CCN(c2ccccc2F)CC1	-2.0	-0.1	-0.8	-1.4	-1.6
3	CC(C)(C)OC(=O)NCCCCCc1nnc(SCC(N)=O)o1	0.9	-2.1	-2.7	4.8	1.6
4	O=C1c2ccccc2NC(c2ccc(-c3cccc(F)c3)o2)N1O (stereo not given)	7.9	.	.	.	47.4*
5	Cc1ccc(/C=N/NC(=O)c2cccc([N+](=O)[O-])c2)o1	-0.9	6.1	2.3	-2.0	2.9
6	Cc1ccc2c(c1)N(C(=O)CSc1nncn1C)C(C)(C)c1ssc(=S)c1-2	4.0	1.8	0.9	6.0	9.4
7	O=C(CCN1C(=O)C2CCCCC2C1=O)Nc1nc2ccc(F)cc2s1 (stereo not given)	-4.2	.	.	.	24.9
8	Cc1ccc(S(=O)(=O)/N=C(\c2ccc(F)cc2)n2c(C)nc3ccccc32)cc1	-1.8	1.2	3.4	-4.2	-1.2
9	COc1cccc(OC(=O)CSc2nnc(-c3ccccc3Br)o2)c1	-2.3	-10.0	-1.2	-3.9	1.1
10	Cc1ccc(C)c(C(=O)COC(=O)c2cc([N+](=O)[O-])ccc2N2CCOCC2)c1	-2.3	3.1	5.6	0.2	2.9
11	CCOc1cc(C2NC(=O)NC(O)(C(F)(F)F)C2C(=O)c2ccccc2)ccc1OC (stereo not given)	2.1	-0.6	2.5	-1.9	-0.8
12	O=C(OCC(=O)N1CCN(c2cccc(Cl)c2)CC1)c1ccco1	-0.4	.	.	.	-0.1

No.	PAFAH2 inh	proCasp3 act	PP5 inh	proCasp7 act
1	-4.6	0.2	1.4	8.2
2	-1.7	8.3	-0.9	-2.8
3	-9.7	3.0	-1.2	3.5
4	7.5	-15.5	1.8	-11.3
5	-4.0	-2.0	1.7	7.2
6	-3.7	-8.1	0.7	-16.9
7	6.8	-8.7	2.4	-2.5
8	8.8	-8.5	1.8	3.9
9	-1.4	3.6	0.4	13.5
10	-1.8	-6.7	0.7	1.5
11	-0.2	2.4	-1.0	7.9
12	3.3	-3.1	2.5	4.1

Compound profiles, as listed above. Order of screens: PP1 counter, Fh CTSL1 inh, HCV core dimer, TPT1 inhibitor, AHR activator, PAFAH2 inh, proCasp3 act, PP5 inh, proCasp7 act
COc1ccc(-c2cc(C(F)F)n3ncc(C(=O)N4CCN(C)CC4)c3n2)cc1 in the list: 1.5, -0.1, -0.7, -20.4, -0.3, -4.6, 0.2, 1.4, 8.2
CCOc1cc(C2NC(=O)NC(O)(C(F)(F)F)C2C(=O)c2ccccc2)ccc1OC (stereo not given) in the list: 2.1, -0.6, 2.5, -1.9, -0.8, -0.2, 2.4, -1.0, 7.9

The list continues:
No.	SMILES	PP1 counter	Fh CTSL1 inh	HCV core dimer	TPT1 inhibitor	AHR activator
13	COc1ccc(C(c2nnnn2CS(=O)(=O)c2ccc(C)cc2)N2CCN(c3ncccn3)CC2)cc1 (stereo not given)	3.2	0.1	12.1	-3.0	2.0
14	COc1ccc(Cl)cc1NC(=O)CNc1ccccc1CN(C)C1CCCCC1	-1.3	3.6	-1.9	-1.6	14.1
15	CCOC(=O)/C=C/C(=O)OCC(=O)Nc1cccc(Br)c1	-0.6	-9.6	2.0	0.5	-1.2
16	COc1cccc(-c2ccc(SCC(=O)NCCc3ccccc3)nn2)c1	-2.2	-8.5	-9.2	54.1*	16.5
17	CC1=NCC(C)c2c1[nH]c1ccccc21 (stereo not given)	3.3	2.7	-6.0	56.4*	18.4
18	CCC(C(=O)NCCN1CCOCC1)n1c2ccccc2c2nc(=O)cc(C)n21 (stereo not given)	0.0	6.0	4.6	1.8	1.6
19	Cc1[nH]c2ccccc2c1C(=O)COC(=O)c1ccccc1O	.	.	.	.	9.1
20	CSc1cccc(NC(=S)NN(C)C)c1	-5.9	1.9	-4.3	-4.3	5.9
21	COc1ccc2cc(S(=O)(=O)N3CCOCC3)ccc2c1	-0.5	-4.9	-2.3	-1.3	-0.8
22	Cc1cc2nc(/N=C(\N)NC(=O)N3c4ccccc4Sc4ccccc43)nc(C)c2cc1C	-1.7	-2.4	2.5	0.5	0.9
23	COc1ccc(S(=O)(=O)N2CCc3ccccc3C2)cc1C(=O)O	-3.7	-3.5	-16.2	-1.4	1.0
24	O=C(Cn1cc(Cl)c([N+](=O)[O-])n1)NCCC1=CCCCC1	2.8	0.2	-10.6	-3.3	0.8

No.	PAFAH2 inh	proCasp3 act	PP5 inh	proCasp7 act
13	-1.5	6.0	1.3	-0.8
14	3.8	1.3	2.4	-7.5
15	-2.3	-0.5	-3.0	-10.7
16	3.3	1.9	0.0	11.3
17	-1.9	3.0	-0.2	-3.4
18	-3.1	-2.7	-0.3	-2.3
19	-5.9	4.1	.	0.0
20	0.7	-6.4	3.3	7.4
21	-12.8	-3.7	0.8	3.8
22	-10.2&4.7	-0.3	-0.7	5.0
23	-0.6	7.7	1.6	-0.4
24	-9.1	4.6	2.1	4.0

The list continues.
No.	SMILES	PP1 counter	Fh CTSL1 inh	HCV core dimer	TPT1 inhibitor	AHR activator
25	COc1ccc(-c2cn[nH]c2-c2ccc(OCc3ccccc3)cc2O)cc1OC	0.3	4.5	1.0	0.9	1.5
26	CCOc1cccc(-c2cc(=O)[nH][nH]2)c1	1.7	2.9	-5.5	-2.4	0.8
27	O=C(O)/C=C/c1ccccc1[N+](=O)[O-]	-3.2	-2.1	-3.5	-1.1	8.1
28	COCCn1c(SCC(=O)Nc2cccc(F)c2)nc2c([nH]c3ccccc32)c1=O	-2.5	-0.7	11.0	-1.7	65.2*
29	COc1ccccc1-n1cc(CN2CCN(C3CCCCC3)C(CCO)C2)cn1 (stereo not given)	0.5	-0.2	-1.1	-1.9	0.0
30	COc1ccc(CCNC(=O)c2cc(C(=O)c3cc(C)ccc3O)cn(CCc3ccc(OC)cc3)c2=O)cc1	9.0	13.0	13.7	2.4	8.9
31	CCCCCN(C(=O)COC(=O)c1ccc(Br)o1)c1c(N)n(CCCC)c(=O)[nH]c1=O	-1.4	-2.3	-0.6	-0.5	-2.6
32	CCCCc1nnc(NC(=O)C2CCCO2)s1 (stereo not given)	0.8	3.4	1.2	-0.2	0.8
33	O=C(Nc1ccc2cccnc2c1)c1ccc(Br)cc1	2.1	3.5	1.3	0.3	49.8*
34	CCn1c(=O)c(=O)n(CC)c2cc(S(=O)(=O)N3CCc4ccccc43)ccc21	-0.5	-2.7	1.2	-2.5	5.0
35	c1ccc(CNn2nnnc2-c2ccccc2)cc1	-3.2	0.0	2.2	-1.2	8.9
36	Cc1ccc(S(=O)(=O)NC(CC(=O)N2CCc3ccccc32)c2ccco2)cc1 (stereo not given)	1.0	3.7	-4.8	-5.3	3.0

No.	PAFAH2 inh	proCasp3 act	PP5 inh	proCasp7 act
25	3.1	-0.9	4.2	8.4
26	-6.4	-13.6	0.3	-8.3
27	-4.7	-3.5	-0.5	8.8
28	-9.2	-4.2	0.3	-6.4
29	-1.1	2.4	0.8	-0.1
30	-12.6	1.7	-7.0	-10.0
31	7.1	-0.3	-0.2	-2.8
32	-2.7	0.2	0.8	6.8
33	-4.7	9.3	0.8	5.4
34	-2.4	-0.5	0.7	-3.5
35	1.6	4.1	-1.4	-7.4
36	-0.6	6.3	1.1	9.0

Carrying on.
No.	SMILES	PP1 counter	Fh CTSL1 inh	HCV core dimer	TPT1 inhibitor	AHR activator
37	COc1cc(/C=C(\CCC(=O)O)c2nc3ccccc3s2)ccc1OCC(=O)Nc1c(Cl)cccc1Cl	.	.	.	.	0.9
38	CN(C)CCn1c(C(=O)Nc2ccccc2)cc2ccccc21	-1.7	-1.7	-0.8	-2.7	2.5
39	CN(C(=O)COC(=O)c1cc(S(=O)(=O)N2CCOCC2)ccc1F)C1CCS(=O)(=O)C1 (stereo not given)	-6.6	-2.7	2.6	-2.4	0.4
40	Cc1ccc(/C=N/NC(=O)CSc2nc3ccccc3c(=O)n2-c2ccccc2)s1	5.2	6.2	8.2	15.9	22.9
41	Fc1ccc(CNc2ncnc3cc(Cl)ccc23)cc1	-2.3	0.9	7.5	3.8	28.0
42	CCn1nc(C(=O)OCC(=O)N(CC(C)C)c2c(N)n(Cc3ccccc3)c(=O)[nH]c2=O)c2ccccc2c1=O	-4.8	-5.5	2.2	1.9	3.1
43	O=C1CN(C(=O)c2ccco2)C(c2ccccc2)c2cc(Cl)ccc2N1 (stereo not given)	-0.5	2.4	1.4	-7.6	42.7
44	N/C(Cc1ccc(Cl)cc1)=N\OC(=O)c1ccc2ccccc2c1	0.5	4.1	9.3	-2.5	10.2
45	COc1ccc(CN=C(Nc2ccccc2)SC2CC(=O)NC2=O)cc1 (stereo not given)	-1.5	4.7	0.1	-0.2	1.4
46	COc1ccc(CNC(=O)CC2Sc3ccccc3NC2=O)cc1 (stereo not given)	-1.2	-1.3	-7.9	-1.2	0.5
47	O=C(c1ccc(F)cc1)N1CCC(C(=O)N2CCN(S(=O)(=O)c3cccc(Cl)c3)CC2)CC1	-5.5	-1.1	-2.4	-0.2	-1.4
48	C/C(=N\NC(=O)C1CC1(C)c1ccccc1)c1ccco1 (stereo not given)	-2.6	1.4	5.2	-2.0	3.5

No.	PAFAH2 inh	proCasp3 act	PP5 inh	proCasp7 act
37	-0.1	7.7	.	4.0
38	-10.0	-1.3	0.6	0.0
39	8.5	9.4	-0.2	4.7
40	0.7	-11.6	1.3	-0.3
41	-6.8	4.7	-0.1	10.9
42	-1.3	-9.3	-0.8	0.8
43	-4.9	3.6	0.1	2.8
44	35.9*	3.2	2.4	-3.8
45	0.4	-0.3	-0.2	-0.1
46	2.1	-0.7	1.1	6.2
47	0.9	-5.0	4.4	9.6
48	2.5	-1.3	0.8	4.2

Entries above printed as active in AHR activator.
No.	compound	HCV core dimer	TPT1 inhibitor	AHR activator	PAFAH2 inh	proCasp3 act	PP5 inh
4	O=C1c2ccccc2NC(c2ccc(-c3cccc(F)c3)o2)N1O (stereo not given)	.	.	47.4*	7.5	-15.5	1.8
28	COCCn1c(SCC(=O)Nc2cccc(F)c2)nc2c([nH]c3ccccc32)c1=O	11.0	-1.7	65.2*	-9.2	-4.2	0.3
33	O=C(Nc1ccc2cccnc2c1)c1ccc(Br)cc1	1.3	0.3	49.8*	-4.7	9.3	0.8

Next structures.
No.	SMILES	PP1 counter	Fh CTSL1 inh	HCV core dimer	TPT1 inhibitor	AHR activator
49	CCNc1nc(Sc2ccc(C)cc2)cc(C(F)(F)F)n1	-2.7	-2.1	-9.9	1.7	1.0
50	Cc1ccc(SC(C)C(=O)NCc2ccncc2)cc1 (stereo not given)	6.5	0.4	-0.9	113.6*	-1.8
51	CS(=O)(=O)NC1c2cccc3cccc(c23)C1N1CCOCC1 (stereo not given)	-2.7	1.4	-1.0	-4.6	1.0
52	C=CCNc1cc(C)oc(=O)c1C(=O)CC	5.4	10.0	1.1	-2.0	1.1

No.	PAFAH2 inh	proCasp3 act	PP5 inh	proCasp7 act
49	-1.2	-5.0	0.7	3.7
50	6.2	3.2	-0.6	1.6
51	1.4	0.0	-1.8	1.8
52	2.0	6.2	-0.7	5.3
